MBD2 inh: inhibitors of MBD2 binding to methylated DNA, primary screen, biochemical, TR-FRET, DNA-binding domain, human; actives 0.31% (n = 370,000); Methyl-CpG-binding domain protein 2 (Homo sapiens), Q9UBB5; MBD2 binding to methylated oligonucleotide; inhibition, % at 4.4 µM; AID 686964, 2013; in the data active = inhibition above about 13%
ssDAF12 agonist: S. stercoralis DAF-12 nuclear receptor activators, primary screen, cell-based, luminescence, HEK293, GRIP1 co-expression, lit1-tk-luc; Nuclear hormone receptor DAF-12 (Strongyloides stercoralis); HEK293 ssDAF-12/GRIP1 lit1-tk-luc reporter; % of 3 µM dafachronic acid response; activation, % at 6.8 µM; actives 1% (n = 370,000); AID 652126, 2013;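 active = activation above the mean over all tested compounds plus 3 SD, cut at about 0.9% in these data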;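 also: 0% = DMSO-only wells and 100% = 3 µM delta7-dafachronic acid wells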
DAX1 inh-1: DAX1 (NR0B1) inhibitors on StAR promoter, primary screen, cell-based, luminescence, SF-1 (NR5A1), full-length DAX-1. HEK293T StAR-luciferase reporter, SF-1/DAX-1 repression relief. inhibition, % at 6.8 µM. actives 1.1% (n = 370,000). AID 652010, 2013;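 active = inhibition above the mean over all tested compounds plus 3 SD, cut at about 3.6% in these data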;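 also: 0% = DAX-1 cells with DMSO and 100% = cells lacking DAX-1 with DMSO; higher inhibition means more luminescence from relief of DAX-1 repression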
hgDAF12 agonist: H. glycines DAF-12 receptor agonists, primary screen, cell-based, luminescence, HEK293, GAL4 fusion, UAS-luciferase; Nuclear hormone receptor DAF-12 (Heterodera glycines), GAL4 fusion; HEK293 GAL4-hgDAF12 UAS-luciferase reporter, agonist luminescence; normalized to butyrate control; activation, % at 6.8 µM; actives 1.8% (n = 370,000); AID 687014, 2013;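 active = activation above a cutoff set at the mean of all screened compounds plus 3 SD, cut at about 10% in these data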;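 also: 0% = DMSO wells and 100% = sodium butyrate wells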
hcDAF-12 act: H. contortus DAF-12 nuclear receptor activators, primary screen, cell-based, luminescence, HEK293, lit1-tk-luc reporter. HEK293 hcDAF-12 lit1-tk-luc reporter; 0% DMSO, 100% Δ7-dafachronic acid. activation, % at 6.8 µM. actives 1.4% (n = 370,000). AID 652067, 2013;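 active = activation above the mean of all tested compounds plus 3 SD, cut at about 5.5% in these data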;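 also: 100% = response to 3 µM Δ7-dafachronic acid high control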
NR1D1 modulator: modulators of Rev-erb alpha DNA binding, primary screen, biochemical, FITC-DNA, fluorescence polarization, uHTS | Nuclear receptor subfamily 1 group D member 1 (Homo sapiens), P20393 | Rev-erbα–FITC-DNA binding, 90 min | activity, % at 10 µM | actives 0.79% (n = 370,000);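 active = activity above about 14%, limit read from the data; passing the limit was not always enough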;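 also: 0% = DMSO wells with 35 nM protein and 100% = DMSO wells with 750 nM protein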
Target sequence (P20393 whole entry, looked up): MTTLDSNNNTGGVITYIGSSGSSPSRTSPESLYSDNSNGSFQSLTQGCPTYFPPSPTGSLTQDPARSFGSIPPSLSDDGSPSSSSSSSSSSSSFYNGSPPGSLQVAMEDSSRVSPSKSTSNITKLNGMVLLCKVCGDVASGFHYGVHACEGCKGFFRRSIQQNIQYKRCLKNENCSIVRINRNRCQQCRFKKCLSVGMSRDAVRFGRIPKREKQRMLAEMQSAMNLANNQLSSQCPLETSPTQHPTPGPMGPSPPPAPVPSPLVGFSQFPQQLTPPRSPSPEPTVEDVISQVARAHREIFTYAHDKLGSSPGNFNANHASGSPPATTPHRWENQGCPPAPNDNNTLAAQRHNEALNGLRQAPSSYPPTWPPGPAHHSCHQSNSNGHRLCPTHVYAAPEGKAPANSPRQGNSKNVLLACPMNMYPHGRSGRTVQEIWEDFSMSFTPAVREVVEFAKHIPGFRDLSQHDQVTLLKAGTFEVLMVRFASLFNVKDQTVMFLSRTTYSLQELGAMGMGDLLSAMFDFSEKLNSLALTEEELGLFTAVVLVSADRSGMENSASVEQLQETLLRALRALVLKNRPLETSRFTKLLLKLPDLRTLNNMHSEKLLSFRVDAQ
SMARCA2 act: SMARCA2 (BRM) function activators, primary screen, cell-based, luminescence, high throughput; activation, % at 9.1 µM; actives 1% (n = 370,000); AID 652017, 2013; MG213 cells, MMTV-luciferase reporter, dexamethasone, overnight; in the data active = activation above about 7.8%;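 also: 0% = vehicle wells and 100% = reference activator wells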
ADAM17 inh: ADAM17 inhibitors, primary screen, biochemical, QFRET. recombinant ADAM17, EDANS/DABCYL FRET peptide cleavage. inhibition, % at 6.95 µM. actives 0.83% (n = 370,000). AID 720648, 2013;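 active = inhibition above the mean of compounds lying between control limits plus 3 SD, set per campaign, cut at about 8.5% in these data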;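 also: 0% = DMSO-only wells as the low control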
PLCb3 inh: human PLC-beta3 inhibitors, primary screen, biochemical, fluorescence; 1-phosphatidylinositol 4,5-bisphosphate phosphodiesterase beta-3 (Homo sapiens), Q01970; Purified PLC-beta3, fluorogenic substrate; inhibition, % at 12.2 µM; actives 0.18% (n = 370,000); in the data active = inhibition above about 11%;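 also: 0% = median of compound wells on plate and 100% = full blocker control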
DAX1 inh-2: DAX1 (NR0B1) inhibitors, primary screen, cell-based, HEK293, Gal4-DAX1, luciferase luminescence; AID 504766, 2011; inhibition, % at 6.75 µM; actives 0.99% (n = 340,000); HEK293 Gal4-DAX1 luciferase reporter;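 active = inhibition above the mean over all tested compounds plus 3 SD, cut at about 4.2% in these data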;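 also: 0% = DAX1-transfected cells with DMSO and 100% = empty-vector control cells with DMSO; inhibition shows as a rise in luminescence from relieved DAX1 repression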
Target sequence (P51843 207-470 limits assumed): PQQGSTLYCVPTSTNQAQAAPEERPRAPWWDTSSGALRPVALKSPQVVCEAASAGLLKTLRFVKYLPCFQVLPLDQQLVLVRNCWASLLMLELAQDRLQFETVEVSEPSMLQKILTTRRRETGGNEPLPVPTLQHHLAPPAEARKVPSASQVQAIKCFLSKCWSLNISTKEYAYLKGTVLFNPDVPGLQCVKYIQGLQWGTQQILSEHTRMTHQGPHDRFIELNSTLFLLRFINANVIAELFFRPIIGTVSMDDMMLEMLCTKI
PLCg1 inh: PLC-gamma1 enzyme inhibitors, primary screen, biochemical, fluorescence, purified enzyme | actives 0.84% (n = 370,000) | fluorogenic substrate | inhibition, % at 12.2 µM | AID 720700, 2013 | 1-phosphatidylinositol 4,5-bisphosphate phosphodiesterase gamma-1 (Homo sapiens), P19174; in the data active = inhibition above about 9.5%
Active calls of the source: *; i = inactive; nt = no result given; & = joins results of further samples. Outcome played no part in choosing rows, and some 7.4% of all compounds hit somewhere here.

SMILES | MBD2 inh | ssDAF12 agonist | DAX1 inh-1 | hgDAF12 agonist | hcDAF-12 act | NR1D1 modulator | SMARCA2 act | ADAM17 inh | PLCb3 inh | DAX1 inh-2 | PLCg1 inh
CN(C)CCNC(=O)C(=O)C1C(=O)Nc2ccccc21 (stereo not drawn) | -2 | 0.9* | -0.4 | -1.1 | 8.0* | 2 | 0 | -5 | -6 | nt | -5
C=CCNc1nc(-c2cccc(OC)c2O)nc2ccccc12 | 0 | -1.1 | -1.6 | 0.9 | 2.1 | -7 | 0 | -1 | -6 | -1.2 | -3
CCOC(=O)c1c(-c2ccc(-c3ccccc3)cc2)csc1NC(=O)CCN1CCOCC1 | 0 | -2.3 | -1.6 | -1.1 | -3.6 | 0 | -5 | -1 | -2 | -0.3 | 0
CC(=O)c1c(C)[nH]c(C(=O)OC(C)C(=O)Nc2cc(S(=O)(=O)N3CCCCC3)ccc2Cl)c1C (stereo not drawn) | -1 | -1.5 | 1.0 | -1.6 | -0.9 | -5 | -2 | 5 | 4 | -1.1 | 4
CC(C)CCN=CC1=C(O)CC(c2ccccc2)CC1=O (stereo not drawn) | 1 | -1.3 | -0.5 | 5.0 | 0.0 | -1 | 2 | -1 | -2 | -0.6 | -2
CN1CCCC1CCNS(=O)(=O)c1ccc(Br)cc1 (stereo not drawn) | 2 | -1.6 | -0.6 | -2.1 | -2.3 | 7 | -2 | -6 | 0 | 1.8 | 0
CNCCC=C1c2ccccc2CCc2ccccc21 | 9 | -0.8 | -0.5 | -0.2 | 0.7 | 1&-6 | -2 | -6 | 0 | -0.1 | 12*
CCc1c(C)nc2ncnn2c1Nc1ccc(C)cc1 | 6 | -0.5 | -0.9 | -1.6 | -0.2 | 6 | -3 | -3 | -5 | 1.0 | -4
Cc1nc2c(n1C1CCCCC1)C(=O)c1ccccc1C2=O | 2 | -0.3 | -0.4 | 2.1 | 3.7 | 8 | 0 | -4 | -1 | 0.8 | 7
COC(=O)C1=C(C)N(Cc2ccccc2C(F)(F)F)C(=NCc2cc(OC)c(OC)c(OC)c2)NC1CCc1ccccc1 (stereo not drawn) | -2 | -0.3 | -0.4 | -0.9 | -0.6 | 3 | 0 | -2 | -7 | nt | -4
CCOc1ccc(C/C(N)=N/n2cnnc2)cc1 | 3 | -1.2 | -0.2 | -1.7 | -3.6 | 3 | 1 | -2 | 5 | 0.3 | -1
O=C(CN(CCO)c1ccccc1)NC12CC3CC(CC(C3)C1)C2 | 0 | -1.6 | -0.2 | -0.7 | -0.9 | -4 | -2 | -3 | 1 | -0.4 | 0
CCc1nc2c(OCc3ccccc3C)cccn2c1N(C)C(=O)c1ccc(C)cc1 | 3 | -1.5 | -2.1 | -5.0 | -3.3 | -6 | -6 | -3 | -5 | nt | 0
CCSc1ccccc1C(=O)NCc1cccnc1 | 5 | -1.8 | 1.0 | 2.8 | -1.1 | -3 | 1 | -1 | 0 | -0.3 | 0
COc1ccc(NC(=O)c2ccc(NC(=O)CN3CCN(c4ccccc4OC)CC3)cc2)cc1 | -6 | -1.5 | -2.1 | -4.5 | -1.5 | -1 | -5 | -4 | -1 | -1.6 | 2
COc1ccccc1N1CCN(C(=O)c2cc(=O)c3cc(C)cc(C)c3o2)CC1 | 4 | -0.2 | -0.3 | -0.6 | 1.3 | 1 | -3 | -6 | -7 | -0.8 | -2
Cc1ccc(/C=N/N2CCN(C3c4ccccc4-c4ccccc43)CC2)s1 | 5 | -0.4 | 0.1 | -1.5 | -1.6 | 2 | -3 | -2 | -3 | -0.1 | 3
COc1cccc(N2CCN(Cc3cccnc3)CC2)c1 | 9 | -0.5 | -0.2 | 0.0 | -0.3 | 3 | 2 | -6 | 0 | 0.3 | -1
CCN(CC)CCNS(=O)(=O)c1ccc2c3c(cccc13)C(=O)N2 | -8 | -0.4 | -0.3 | 0.3 | 1.1 | 4 | 0 | -377 | i | 1.6 | i
Cc1cccc(C(=O)NCC2CCN(C(=O)c3cccc(C)c3)CC2)c1 | -5 | -1.5 | -1.4 | -2.8 | -0.8 | 2 | 1 | 3 | -8 | -0.1 | -1
O=C(N/N=C/c1cc(Br)cs1)c1c[nH]c2ccccc12 | 5 | 0.0 | 0.0 | 5.6 | 1.9 | 1 | 2 | 0 | -13 | 3.0 | -4
O=S1(=O)CCOCCCN1Cc1cccc(F)c1 | -2 | -1.5 | -0.2 | 2.6 | -0.4 | -3 | 2 | 4 | 4 | 1.5 | 5
CCOC(=O)C(C)Sc1ccc2nnc(CCNS(=O)(=O)c3ccccc3)n2n1 (stereo not drawn) | -4 | -1.1 | 0.4 | 0.2 | -0.7 | 2 | 1 | -1 | -1 | 5.8* | -1
Cc1cccc(S(=O)(=O)NNC(=O)c2sc(C)nc2C)c1 | 1 | -1.4 | -1.0 | -0.8 | -1.9 | 0 | 2 | 3 | 3 | -0.3 | 4
CC(C)C(CO)NC(=O)CC(=O)NC(CO)C(C)C (stereo not drawn) | -3 | -1.7 | -0.1 | 0.8 | -0.5 | -3 | 5 | -2 | 0 | -0.7 | -1
More results.
SMILES | MBD2 inh | ssDAF12 agonist | DAX1 inh-1 | hgDAF12 agonist | hcDAF-12 act | NR1D1 modulator | SMARCA2 act | ADAM17 inh | PLCb3 inh | DAX1 inh-2 | PLCg1 inh
Cc1cc(C)c(NS(=O)(=O)c2ccc(NC(=O)CCC(=O)O)cc2)c(C)c1 | 3 | -0.8 | -0.2 | -2.5 | 1.1 | -6 | 0 | -6 | -2 | 2.3 | 1
COCCNC(=O)c1ccc(Cl)c(Cl)c1 | 2 | -1.8 | -0.1 | -0.3 | -0.4 | -9 | -3 | -2 | 2 | 0.1 | 4
CN(C)S(=O)(=O)c1ccc(Cl)c(NC(=O)c2ccncc2)c1 | -2 | -0.9 | -0.3 | 0.2 | -1.0 | -6 | 0 | 0 | 2 | -0.2 | 0
O=[N+]([O-])c1cccc(-c2ccc(/C=N/Nc3nc(N4CCCCC4)nc(N4CCCCC4)n3)o2)c1 | 6 | -0.8 | -0.1 | -2.4 | -0.4 | 4 | 8.9* | 0 | 6 | 0.0 | 1
O=C(Cc1ccc(Cl)cc1)NCC(=O)N1CCCCC1 | 7 | -1.2 | 0.1 | 0.9 | -0.1 | 1 | 1 | -1 | -1 | 0.1 | 3
CC1(c2nnnn2-c2ccc3c(c2)OCCO3)CCC(=O)N1CC(F)(F)F (stereo not drawn) | 1 | -0.1 | 0.8 | 4.5 | 0.7 | -3 | 7 | -2 | 1 | nt | 3
CC(C)Oc1ccc(C(=O)N(Cc2ccco2)C2CCS(=O)(=O)C2)cc1 (stereo not drawn) | 2 | -1.0 | -0.1 | 0.7 | -2.0 | -3 | 4 | -1 | 2 | 0.7 | 2
COc1ccc(-c2coc3cc(OC)cc(OC)c3c2=O)cc1 | 5 | -0.8 | 2.8 | 4.3 | 0.9 | -5 | 4 | -16 | -70 | -0.5 | -61
O=C1[C@H]2[C@@H](/C=C/c3ccccc3)N3C(=O)CN(CC4CC4)C(=O)[C@@]3(Cc3ccccc3)[C@H]2C(=O)N1c1ccccc1 | -10 | -1.6 | 0.1 | 2.3 | -1.6 | 2 | 0 | 1 | 4 | 1.8 | 2
COc1cccc(NC(=O)C2CC(=O)N(Cc3ccco3)C2)c1 (stereo not drawn) | 1 | -1.0 | 1.2 | 1.5 | -1.0 | -4 | 4 | 1 | -3 | 0.1 | 3
CCOc1ccc(Nc2nnc(Cc3ccc(OC)cc3)c(=O)[nH]2)cc1 | -6 | -1.2 | 0.1 | -0.7 | 1.9 | 2 | -2 | -1 | 1 | -0.3 | 0
NNc1nc(-c2ccccc2)cc(-c2ccccc2)n1 | -6 | -1.9 | 0.1 | -1.6 | -0.7 | 1 | 0 | -3 | -19 | 0.2 | -17
O=c1cc(O)c(-c2cccc(Cl)c2)c(Cl)[nH]1 | 4 | -1.3 | -0.6 | -0.9 | -0.1 | 0 | -7 | -7 | -1 | 0.0 | -3
O=C(C1=C(O)C(=O)N(CCN2CCOCC2)C1c1ccc(Br)cc1)c1cc2ccccc2o1 (stereo not drawn) | 0 | -0.9 | 2.4 | -0.1 | -1.1 | 2 | -2 | 1 | -24 | 1.0 | -13
C/C(=N\Nc1ccc(C#N)cc1[N+](=O)[O-])c1ccc(C)o1 | 3 | -1.8 | 0.0 | 0.3 | -1.3 | -3 | -5 | 1 | -4 | nt | 4
Cn1c(=NC(=O)CSCC(=O)N2CCOCC2)sc2ccccc21 | 5 | -0.9 | 0.5 | 0.8 | 3.6 | -2 | 1 | -5 | 5 | 0.1 | 3
CNC(=S)Nc1cc(C(F)(F)F)ccc1Cl | 1 | -0.2 | -0.4 | 1.6 | -0.4 | -2 | -1 | 2 | 5 | -0.4 | 3
COC(=O)c1c(C#N)c(N)nc2c1CCCC2 | 0 | 0.7 | 1.5 | -2.4 | -1.8 | -5 | -1 | i | i | 0.8 | i
C[C@@H](NC(=O)c1ncn2c1c(=O)[nH]c1cccnc12)c1ccccc1 | 0 | 0.3 | -1.1 | -0.4 | -1.5 | 0 | 3 | -25 | -6 | -0.1 | -4
CCN1CCN(S(=O)(=O)c2ccc(C(=O)Nc3ccccc3)cc2)CC1 | 6 | -0.9 | -0.7 | -1.2 | -1.1 | -1 | -2 | -4 | -6 | 0.4 | -1
CC(C)CCOCC(=O)Oc1ccccc1C(=O)O | 0 | -0.9 | 0.4 | 0.2 | 0.5 | -3 | 2 | -6 | -2 | 0.3 | -1
Cc1ccc(CNC(=O)c2nnc(CS(=O)(=O)c3ccccc3)o2)cc1 | -1 | -1.0 | -0.3 | 1.9 | -0.4 | -1 | -1 | 1 | 1 | 1.5 | 0
Cn1ccnc1C(O)(c1ccccc1)c1nccn1C | 0 | -0.7 | -0.8 | -4.3 | 0.3 | -1 | -3 | -3 | -5 | -0.3 | 5
COc1ccc(CCNC(=O)CCOc2ccc(C)cc2)cc1OC | 4 | -1.4 | -0.3 | -2.3 | -2.4 | 1 | -2 | -6 | -6 | 0.8 | -3

DAX1 inh-2: what is marked active above.
canonical_smiles	MBD2 inh	ssDAF12 agonist	DAX1 inh-1	hcDAF-12 act	NR1D1 modulator	SMARCA2 act	ADAM17 inh	PLCb3 inh	DAX1 inh-2	PLCg1 inh
CCOC(=O)C(C)Sc1ccc2nnc(CCNS(=O)(=O)c3ccccc3)n2n1 (stereo not drawn)	-4	-1.1	0.4	-0.7	2	1	-1	-1	5.8*	-1
